High-throughput results (PubChem)
PI5P4K alpha inh = blocks human PI5P4K alpha kinase activity | P48426 | PI5P4Kalpha enzyme, ADP-Glo luminescence, 60 min; hits give low values | max response, % | hit rate 1.2% among 330,000 | AID 652105; active means max response of -50% or lower; inconclusive means between -30% and -50%; inactive means -30% or higher; further: value at the top dose of about 77 µM; on the % scale 0 is the no-effect control and ±100 the full control effect
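Enzyme plus substrate dispensed, test compounds pinned in, then ATP (5 microM final) added. After 60 min at RT, ADP-Glo reagent 1 for 45 min and reagent 2 for 30 min preceded luminescence imaging.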
PLK1 PBD block = PLK1 (human) polo-box domain binding inhibition | Plk1 PBD binding of FITC phosphopeptide, fluorescence polarization | Potency, µM, for inactives: max response, negative = inhibition, hits mostly inhibitors | hit rate 2.8% among 360,000 | AID 720504; further: potency means the concentration at half of the fitted maximal effect; series mostly up to about 57 µM; on the % scale 0 is the no-effect control and ±100 the full control effect; nearly all actives have a fitted effect of over 65% in size
WRN helicase inh = WRN helicase (human) inhibition. Potency, µM (doses to about 114 µM), inactives show at the top dose activity change, negative = inhibition, hits mostly inhibitors. hit rate 0.46% among 360,000. WRN helicase unwinding, fluorescent forked duplex, kinetic. AID 651768; further: potency means the concentration at half of the fitted maximal effect; on the % scale 0 is the no-effect control and ±100 the full control effect; nearly all actives have a fitted effect of over 55% in size
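Kinetic fluorescence helicase assay: unwinding of a quenched forked DNA duplex (100 nM final) with 2 mM ATP final raises red fluorescence (525/598 nm). Compounds sat 15 min at room temperature with 20 nM WRN beforehand.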
EPAC1 agonist = EPAC1 (human) agonism; hit rate 0.073% among 360,000; EPAC1 agonist qHTS, biochemical assay; response scale: 100% = response to 6.5 mM cAMP; Potency, µM (titrated, usually from 154 µM), inactives show top-dose activation, usual class: activators; O95398; further: potency means the concentration at half of the fitted maximal effect; nearly all actives have a fitted effect of over 60% in size
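Fluorescent GDP-exchange assay: 100 nM EPAC1 with 250 nM Rap1B preloaded with BODIPY-GDP and 50 uM GDP; compounds tested as concentration series, 5 min at room temperature, then read every 5 min for 30 min (ex 480/em 540 nm); normalized to 6.5 mM cAMP.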
EPAC2 antagonist = blocks human EPAC2 exchange factor. Potency, µM (highest dose often 114 µM), for the others: at the highest dose activity, negative = inhibition, usual class: inhibitors. Q8WZA2. hit rate 0.18% among 360,000. EPAC2 GEF exchange of Rap1B-BODIPY-GDP, fluorescence; further: potency means the concentration at half of the fitted maximal effect; on the % scale 0 is the no-effect control and ±100 the full control effect; nearly all actives have a fitted effect of over 45% in size; many of its hits are not listed in these tables
Target sequence (Q8WZA2 whole entry, looked up): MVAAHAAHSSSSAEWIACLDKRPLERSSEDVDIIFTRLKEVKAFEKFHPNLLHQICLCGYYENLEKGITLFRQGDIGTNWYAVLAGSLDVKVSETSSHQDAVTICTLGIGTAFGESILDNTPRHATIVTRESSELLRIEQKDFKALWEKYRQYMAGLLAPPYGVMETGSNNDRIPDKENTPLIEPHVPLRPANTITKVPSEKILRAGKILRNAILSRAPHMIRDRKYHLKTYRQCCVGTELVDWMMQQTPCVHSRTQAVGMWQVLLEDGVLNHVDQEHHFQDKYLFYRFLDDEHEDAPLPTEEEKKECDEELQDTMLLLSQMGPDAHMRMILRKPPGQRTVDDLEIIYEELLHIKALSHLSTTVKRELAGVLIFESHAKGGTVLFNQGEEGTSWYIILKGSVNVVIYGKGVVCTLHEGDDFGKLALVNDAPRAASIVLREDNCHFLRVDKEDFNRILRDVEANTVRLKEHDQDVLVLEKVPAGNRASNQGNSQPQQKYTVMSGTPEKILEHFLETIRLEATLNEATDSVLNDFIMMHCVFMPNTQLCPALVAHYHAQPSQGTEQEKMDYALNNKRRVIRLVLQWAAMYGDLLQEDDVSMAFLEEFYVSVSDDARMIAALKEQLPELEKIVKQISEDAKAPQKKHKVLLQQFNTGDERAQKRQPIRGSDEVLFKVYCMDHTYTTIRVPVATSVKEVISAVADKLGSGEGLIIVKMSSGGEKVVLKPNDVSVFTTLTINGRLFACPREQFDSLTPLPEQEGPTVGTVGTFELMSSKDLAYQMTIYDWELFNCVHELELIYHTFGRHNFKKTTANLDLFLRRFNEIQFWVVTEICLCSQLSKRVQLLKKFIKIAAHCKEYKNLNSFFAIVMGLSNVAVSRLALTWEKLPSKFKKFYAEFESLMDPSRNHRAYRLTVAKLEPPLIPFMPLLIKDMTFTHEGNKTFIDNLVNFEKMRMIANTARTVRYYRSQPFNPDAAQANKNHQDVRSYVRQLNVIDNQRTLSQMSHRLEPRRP
CCT modulator = modulators of cytosolic chaperonin (CCT/TRiC) activity; purified chaperonin ATPase assay, HTRF ADP detection, 30 min; activity change, % (no concentration beside the values), hits read low; hit rate 0.3% among 360,000; in the data active means activity change below about -30%; further: on the % scale 0 is the no-effect control and ±100 the full control effect
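We incubate TRiC, 40 or 20 nM final, with library compounds at 76 uM and 10 uM ATP for 30 min at 37 °C. ADP formed is detected with Transcreener HTRF reagents after 30 min at room temperature.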
EPAC1 antagonist = blocks human EPAC1 exchange factor | EPAC1 GEF assay, Rap1b-BODIPY-GDP exchange fluorescence | Potency, µM (doses to about 115 µM), for the others: at the top dose activity change, negative = inhibition, actives largely listed as inhibitors | hit rate 0.14% among 360,000;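 further: potency means the concentration at half of the fitted maximal effect; plate controls were vehicle for no effect and positive control for full effect; nearly all actives have a fitted effect of over 50% in size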
MmCpn inh = blocks the Methanococcus maripaludis chaperonin Mm-Cpn; hit rate 0.031% among 330,000; Potency, µM (series often up to 76.9 µM), without a hit: at the highest dose activity, negative = inhibition, usual class: inhibitors; AID 504842; purified Mm-Cpn ATPase, ADP Transcreener TR-FRET; further: potency means the concentration at half of the fitted maximal effect; on the % scale 0 is the no-effect control and ±100 the full control effect; nearly all actives have a fitted effect of over 80% in size
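Compound-treated chaperonin, 25 nM final, turns over 10 uM ATP at 37°C for 30 min following a 10 min preincubation; ADP generated competes with ADP-d2 for Eu-cryptate antibody, lowering FRET.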
Numbers without * were called inactive; ? = inconclusive; · = no result given; [ ] = remark or other dose. Unless noted, the call rests on the fitted dose curve; in most records, active means well fitted curve in the direction sought with a large enough effect; inconclusive means small, poorly fitted or top-dose-only effect, or another doubt; inactive means no such curve, though single readings can be large; an effect the other way counts as inactive or inconclusive. The list is partial; rates above refer to the full screens.

SMILES | PI5P4K alpha inh | PLK1 PBD block | WRN helicase inh | EPAC1 agonist | EPAC2 antagonist | CCT modulator | EPAC1 antagonist | MmCpn inh
CCC1CCCCN1C(=S)Nc1ccc(SC(F)F)cc1 (stereo not given) | -2.0 | 1.2% | 0.6% | -16.8% | 5.9% | -2.3 | 10.5% | -3.4%
Cc1cc(SCC(=O)NC2(C#N)CCCCC2)nc2c(C)cccc12 | -3.4 | 1.9% | -6.4% | 6.7% | -6.8% | 1.2 | -6.4% | -2.2%
Cc1cc(C)cc(NC(=O)C2CCN(C(=O)[C@@H]3Cc4ccccc4CN3)CC2)c1 | -25.7 | 4.74µM* | 5.3% | 8.3% | 7.3% | -3.0 | 11.8% | -0.8%
O=C(NC(Cc1ccccc1)c1nc2ccccc2[nH]1)c1ccc(Cl)c([N+](=O)[O-])c1 (stereo not given) | -16.1 | -2.9% | 11.7% | 0.7% | 15.3% | -0.8 | 14.7% | -2.1%
C=CCSc1nc2c(cnn2-c2ccccc2)c(=O)n1N | 1.2 | -5.1% | 1.7% | -1.1% | -14.9% | -0.1 | -19.9% | 0.3%
FC(F)(F)c1nc(-c2ccncc2)ncc1-c1nnnn1-c1ccccc1 | · | -10.4% | -1.8% | 9.0% | -6.1% | -1.2 | -4.8% | -0.5%
CC(=O)N/C(=C/c1ccc2c(c1)OCO2)C(=O)O | 13.6 | -3.4% | 4.0%[57.1 µM] | 4.8% | 11.1% | 2.0 | -8.8% | 0.8%
COc1cc(CNCc2cccnc2)ccc1OCC(=O)NC1CCCCC1 | -2.3 | -15.6% | -3.1% | 3.0% | 16.0% | -2.8 | -13.1% | 0.0%
COc1ccc(CN(C)C(=O)C2CSC3(C)CCC(=O)N23)cc1 (stereo not given) | 3.8 | -1.5% | -0.1% | -1.4% | 1.4% | 0.7 | -19.1% | -0.6%
COc1ccc(-c2cc(C(=O)NCCCn3ccnc3)c3ccccc3n2)c(OC)c1 | -5.1 | -8.0% | 2.6% | -0.1% | -6.8% | -1.1 | 12.3% | 0.9%
CNc1c([N+](=O)[O-])cnn1-c1ccccn1 | -1.0 | ? | 11.6%[57.1 µM] | -0.2% | 2.0% | -1.5 | 2.2% | 0.7%
CN1CCc2c(sc3c2C(=O)NC(c2cccc(OC(=O)c4cccs4)c2)N3)C1 (stereo not given) | -3.5 | -1.9% | 3.4% | 1.7% | 7.2% | -1.6 | 6.5% | -0.1%
COc1cc2c(cc1OC)-c1cc3ccc4c(c3c[n+]1CC2)OCO4 | -2.6 | ? | 7.5%[11.6 µM] | ? | 2.6% | 0.7 | 6.4% | -10.8%
COc1ccc(C(=O)Nc2ccc3nc(N4CCOCC4)sc3c2)cc1OC | 2.4 | -1.2% | 4.1% | -8.9% | 0.0% | 0.9 | 20.6% | -8.7%
CCN(CC)c1ccc(/C=C(/C#N)c2nc3ccccc3[nH]2)c(OC(C)C)c1 | -1.8 | 12.1% | -6.3% | 15.6% | -1.0% | -0.8 | -25.5% | -2.4%
C=CCSc1nc2sc3c(c2c(=O)[nH]1)CC(C)(C)OC3 | 3.3 | -5.9% | 8.0%[57.1 µM] | -8.1% | 7.5% | -0.5 | 12.5% | ·
Cc1ccc(S(=O)(=O)N/N=C/c2ccc(OS(=O)(=O)c3ccc(C)c([N+](=O)[O-])c3)cc2)cc1 | -5.7 | -16.6% | ? | 7.0% | -27.9% | 0.4 | -21.6% | 0.3%
CC(C)n1c(C(=O)OCC(=O)NCc2ccc3c(c2)OCO3)cc2sccc21 | · | 1.4% | -3.3%[57.1 µM] | 12.4% | 0.6% | -0.2 | -6.0% | -5.2%
COc1cc(NS(=O)(=O)c2cc(C(=O)NCCc3ccccn3)ccc2OC)cc(OC)c1 | 0.1 | -8.0% | 12.4% | 3.6% | -5.7% | -1.6 | 4.2% | 0.3%
COc1ccc(CCNC(=O)C2CC3Cn4c(nc5ccccc54)C3N2c2ccccc2)cc1 (stereo not given) | 1.6 | 2.8% | 7.6% | -19.6% | -1.9% | 0.1 | 11.0% | ·
CCCN1C2CCCC1CC(NC(=O)c1cc(OC)c(OC)c(OC)c1)C2 (stereo not given) | 3.0 | -5.6% | -6.4% | 0.4% | -3.3% | -1.9 | -2.0% | -17.4%
CN(Cc1ccccc1)C(=O)COC(=O)C12CC3CC(CC(Br)(C3)C1)C2 | 14.2 | 2.8% | -7.5% | 5.2% | -13.9% | -0.9 | -2.4% | -5.1%
COc1ccc(Cc2nc3ccccc3[nH]2)cc1OC | -7.9 | -11.8% | 11.8% | 4.6% | -7.6% | -4.5 | -3.2% | 1.0%
O=C(COC(=O)/C=C/c1ccco1)Nc1ccccc1 | -18.4 | -2.2% | 1.7%[11.6 µM] | 0.9% | -0.6% | 0.9 | 5.9% | 4.5%
NS(=O)(=O)c1cccc(NC(=S)NCc2ccc3c(c2)OCO3)c1 | -8.3 | ? | -2.1% | 8.7% | -10.2% | -6.8 | -9.3% | 1.5%
Cc1noc(C)c1C(=O)Nc1nc(-c2ccccc2Cl)cs1 | 9.8 | 1.8% | -14.1% | -6.1% | -0.7% | -1.9 | ? | -8.0%
CC(=O)NN1C(=O)c2ccccc2NC1c1ccccc1 (stereo not given) | -0.8 | -15.5% | 13.5% | -1.1% | -7.6% | -1.2 | 3.8% | -0.3%
O=C(c1cnc2sccn2c1=O)N1CCN(c2ccccc2Cl)CC1 | 1.0 | -9.2% | -7.0% | -8.1% | 8.3% | 2.4 | 5.1% | -0.3%
O=C(CSc1ccc2nnc(-c3ccncc3)n2n1)NCc1ccco1 | -11.6 | -7.7% | -6.6% | -4.1% | 14.4% | 0.1 | 15.1% | 2.9%
CS(=O)(=O)c1ccc(Cl)c(NC(=O)C2CC(=O)N(Cc3ccccc3)C2)c1 (stereo not given) | -2.1 | -25.7% | 0.1% | 4.4% | 7.3% | 0.3 | 7.0% | 2.8%

Entries listed so far containing a cyano group (2):
SMILES | PI5P4K alpha inh | PLK1 PBD block | WRN helicase inh | EPAC1 agonist | EPAC2 antagonist | CCT modulator | EPAC1 antagonist | MmCpn inh
Cc1cc(SCC(=O)NC2(C#N)CCCCC2)nc2c(C)cccc12 | -3.4 | 1.9% | -6.4% | 6.7% | -6.8% | 1.2 | -6.4% | -2.2%
CCN(CC)c1ccc(/C=C(/C#N)c2nc3ccccc3[nH]2)c(OC(C)C)c1 | -1.8 | 12.1% | -6.3% | 15.6% | -1.0% | -0.8 | -25.5% | -2.4%

Additional records
SMILES | PI5P4K alpha inh | PLK1 PBD block | WRN helicase inh | EPAC1 agonist | EPAC2 antagonist | CCT modulator | EPAC1 antagonist | MmCpn inh
CC1Cc2ccccc2N1C(=O)c1cc2sccc2n1Cc1ccc(F)cc1 (stereo not given) | 6.3 | -5.1% | -12.4% | 0.0% | -5.1% | 0.0 | -11.8% | ?
Cc1ccc(NS(=O)(=O)c2ccc(CCC(=O)NCCO)cc2)cc1 | · | -11.5% | -14.7% | -1.7% | -10.7% | -0.9 | -7.2% | 0.8%
O=C(Nc1c(C(=O)O)[nH]c2ccccc12)c1cccc(C(F)(F)F)c1 | -1.3 | -8.8% | -4.3% | 6.3% | -13.6% | -5.6 | -13.2% | 1.6%
Cc1cc(=O)oc2cc3c(cc12)OCCN3 | 1.4 | 3.3% | -9.5% | 1.9% | 12.5% | 1.0 | 6.8% | -14.8%
CCN(CC)c1ccc(/C=N/N2CCN(c3ccccc3OC)CC2)cc1 | 3.4 | -2.4% | -0.1% | 1.9% | 10.2% | -0.3 | 4.8% | ?
CS(=O)(=O)N(CC(=O)NCCSCc1c(F)cccc1Cl)c1ccc2c(c1)OCO2 | 4.2 | 0.9% | -2.5% | 2.8% | 0.0%[57.1 µM] | 1.6 | -1.8% | 0.3%
N#CC1=C(N)Oc2cc3c(cc2C1c1ccc(Cl)cc1)OCO3 (stereo not given) | · | 2.7% | -19.3% | 20.9% | -7.9% | -0.6 | 6.9% | -0.4%
CC(C)Nc1nc2ccccc2c(=O)[nH]1 | -4.8 | 21.2µM* | 8.0% | -1.4% | 4.0% | -0.5 | 3.7% | -3.7%
CN(C)C(=O)COc1ccc2cc(-c3ccccc3)c(=O)oc2c1 | -2.6 | 0.3% | 3.3% | 1.9% | 8.4% | -3.6 | 2.2% | -9.0%
C=C(C)C(O)COc1c2occc2c(OC)c2ccc(=O)oc12 (stereo not given) | -5.5 | -8.0% | 4.9% | 7.6% | -3.5% | -2.8 | -4.3% | -1.3%
Oc1ccc(N2CCN(c3ncnc4sc5c(c34)CCC5)CC2)cc1 | -26.4 | -1.3% | -5.4% | 9.5% | 17.0% | -5.2 | 4.1% | -2.4%
Cc1nc2cc(-c3ccc(F)cc3)[nH]n2c(=O)c1C | -3.0 | -15.2% | -0.4% | -5.3% | 1.5% | -2.0 | -7.7% | -1.0%
Cc1cccc[n+]1CC(=O)c1ccc(NC(=O)c2ccccc2)cc1 | -4.0 | -24.3% | 0.9% | -9.3% | 5.0% | -1.7 | -16.6% | 2.1%
O=S(=O)(NN=C1CCCCCC1)c1ccc(Cl)cc1 | -0.2 | -7.5% | 14.3% | 9.5% | 6.4% | -1.8 | 6.4% | -5.2%
Cc1ccc(-c2nnn(CC(=O)N3CCC(C)CC3)n2)o1 | -2.1 | -6.7% | 6.1% | -3.9% | 10.7% | -2.0 | 4.4% | 0.0%
O=C(c1ccc(COc2ccccc2Cl)o1)N1CCN(c2ccccc2)CC1 | 2.7 | -3.1% | -12.2% | 11.9% | -19.3% | -0.1 | -10.3% | -0.1%
O=C(NCc1ccccn1)C1COc2ccccc2O1 (stereo not given) | 10.3 | -8.0% | 2.2% | 6.0% | 1.2% | -2.4 | -12.1% | -1.0%
COc1ccccc1OCc1n[nH]c(=S)n1Cc1ccccc1 | -7.9 | -8.8% | -6.7% | 7.4% | -7.1% | -1.4 | -4.4% | 1.5%

Part of the list above, with two lines to a compound:
Order of values: PI5P4K alpha inh	PLK1 PBD block	WRN helicase inh	EPAC1 agonist	EPAC2 antagonist	CCT modulator	EPAC1 antagonist	MmCpn inh
Cc1ccc(-c2nnn(CC(=O)N3CCC(C)CC3)n2)o1
    -2.1	-6.7%	6.1%	-3.9%	10.7%	-2.0	4.4%	0.0%
Cc1cccc[n+]1CC(=O)c1ccc(NC(=O)c2ccccc2)cc1
    -4.0	-24.3%	0.9%	-9.3%	5.0%	-1.7	-16.6%	2.1%
O=C(Nc1c(C(=O)O)[nH]c2ccccc12)c1cccc(C(F)(F)F)c1
    -1.3	-8.8%	-4.3%	6.3%	-13.6%	-5.6	-13.2%	1.6%
